Source: PubChem BioAssay
TSHR antagonist: antagonists of human thyroid stimulating hormone receptor; P16473; TSHR-expressing cells, TSH-stimulated cAMP HTRF, 2 h; active compounds read low; activity change, negative = inhibition, % at 11.5 µM; 0.2% of 330,000 active; AID 504810;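 active = activity change below a set negative limit, meaning inhibition stronger than a set level, cut at about -70% in these data; inconclusive = activity change between two set negative limits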; note: % is set by controls: 0 for no effect and ±100 for the full control effect
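Read-out is FRET at 665 nm (cryptate excitation 337 nm) from a cryptate-tagged anti-cAMP antibody, competed by cell cAMP against cAMP-d2. Compounds are tested on freshly harvested TSHR cells challenged with 4nM TSH (EC80) for 2 hours at 37 deg C.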
PTAP TSG101 blk: blocks PTAP/TSG101 interaction to inhibit HIV-1 budding; Q99816; Potency, µM (doses to about 115 µM), inactives show at the top dose activity change, negative = inhibition, usual class: inhibitors; AID 493005; Fluorescence polarization, FITC-PTAP peptide / Tsg101 binding; 340,000 tested, under 10 active; active = well fitted inhibition curve with a large enough effect in the main read-out, with a control signal flat, not every such curve was filed as active; inconclusive = small, poorly fitted or top-dose-only effect, or effect the other way, or a change in a side signal; inactive = no such curve, though single readings can be large or run the other way; note: potency is the fitted concentration of half-maximal effect; % of control where 0% means no effect
Target sequence (Q99816 whole entry, looked up): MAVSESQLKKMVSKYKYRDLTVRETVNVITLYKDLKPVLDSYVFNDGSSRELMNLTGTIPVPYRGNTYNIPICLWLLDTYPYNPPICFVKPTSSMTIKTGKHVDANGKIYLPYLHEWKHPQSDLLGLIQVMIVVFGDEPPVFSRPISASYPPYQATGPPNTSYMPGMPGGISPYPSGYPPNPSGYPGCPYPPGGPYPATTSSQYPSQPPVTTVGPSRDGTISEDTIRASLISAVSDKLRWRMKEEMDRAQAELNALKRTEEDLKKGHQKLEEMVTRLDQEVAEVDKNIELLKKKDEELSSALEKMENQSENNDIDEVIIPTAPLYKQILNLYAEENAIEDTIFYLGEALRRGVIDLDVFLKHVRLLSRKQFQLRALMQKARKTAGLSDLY
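FP read-out: FITC-PTAP peptide, 50 nM final, binding Tsg101 binding domain, 10 uM final; 20 min, r.t.; 10 mM HEPES pH 7.5, 0.15 M NaCl, 0.01% Tween 20, 3 mM EDTA, 0.1 mM TCEP.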
ELG1 repair inh: inhibitors of ELG1-dependent DNA repair in HEK293T cells | HEK293T ELG1-luciferase reporter, luminescence, 16 h; DNA damage induced by 5-fluorouridine | Potency, µM (top dose mostly 46.1 µM), for inactives: top-dose activity change, negative = inhibition, actives largely listed as inhibitors | 2.3% of 330,000 active; note: potency is the fitted concentration of half-maximal effect; % is set by controls: 0 for no effect and ±100 for the full control effect; nearly all actives have a fitted effect of over 55% in size
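Step one: seed 2,000 cells per well. Step two: pin-transfer compound or DMSO alongside 5-fluorouridine. Step three: incubate 16 hr, 37 °C, 5% CO2. Step four: add ONE-Glo, wait 30 min, read luminescence.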
Tb PFK inh: blocks T. brucei phosphofructokinase; T. brucei PFK, ADP-Glo luminescence; 0.17% of 330,000 active; Potency, µM (highest dose often 57.5 µM), without a hit: at the top dose activity, negative = inhibition, usual class: inhibitors;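 note: potency is the fitted concentration of half-maximal effect; 0% = uninhibited 1x PFK enzyme wells and -100% = no-enzyme wells; nearly all actives have a fitted effect of over 60% in size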
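Compounds were pin-transferred as a titration series up to 57 uM into substrate buffer (0.5 mM F6P, 0.1 mM ATP, pH 8.0), then 1.25 nM PFK was added and reactions ran 45 min before ADP-Glo detection.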
AT treatment: candidate therapy for ataxia-telangiectasia | Potency, µM (top dose mostly 57.5 µM), for the others: at the highest dose activation, hits mostly activators | 0.19% of 320,000 active | […] A-T fibroblasts, KAP-1 phosphorylation AlphaLISA; neocarzinostatin DNA damage 30 min before lysis; note: potency is the fitted concentration of half-maximal effect; % of control where 0% means no effect; nearly all actives have a fitted effect of over 45% in size
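ATM-like activity read as KAP-1 phosphorylation via AlphaLISA donor/acceptor antibody pairs after lysis and 6 hr at 25C. Cells were ATM-null patient fibroblasts ([…], hTERT), dosed 60 min, then exposed to the DSB inducer NCS for 30 min.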
Eya2 inh: inhibitors of human Eya2 phosphatase activity; recombinant Eya2, OMFP fluorescence dephosphorylation (OMFP is methylfluorescein phosphate); Potency, µM (highest dose often 76.9 µM), inactives show at the top dose activity, negative = inhibition, actives largely listed as inhibitors; 0.006% of 330,000 active; AID 488837; note: potency is the fitted concentration of half-maximal effect; % is set by controls: 0 for no effect and ±100 for the full control effect
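Eya2 (0.2 uM) preincubated 10 min at ambient with compound, then OMFP substrate added at 50 uM; 10 min reaction in 50 mM HEPES pH 7.5, 50 mM NaCl, 5 uM MgCl2, 0.05% BSA, 1 mM DTT. Fluorescence read at Ex 485/Em 525 nm.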
a7 integrin act: activators of alpha7 integrin expression for muscular dystrophy; alpha7betagal myoblasts, beta-gal FDG fluorescence, 48 h; Potency, µM (doses to about 38.3 µM), for the others: top-dose activation, usual class: activators; 0.064% of 350,000 active;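 note: potency is the fitted concentration of half-maximal effect; 100% = response of the positive control SU9516; nearly all actives have a fitted effect of over 60% in size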
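Alpha7betagal+/- myoblasts (passage 13) were plated 16-24 hr, then exposed to compounds (1:260 dilution of DMSO stock) for 48 hours at 37C. After MPER lysis, β-galactosidase reporter activity was read as FDG fluorescence (ex 480/em 540) after 30 minutes.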
BCR signal inh: blocks chronic active B-cell receptor signaling | ABC-DLBCL IkBa-CBG/CBR reporter, luminescence ratio, 4 h | Potency, µM (top dose mostly 46.1 µM), inactives show at the highest dose ratio change, negative = lower green/red ratio, hits mostly inhibitors | 0.05% of 340,000 active; active = well fitted inhibition curve with a large enough effect in the signal ratio, with a control signal flat, not every such curve was filed as active; inconclusive = small, poorly fitted or top-dose-only effect, or effect the other way, or a change in a side signal; the % refers to the signal ratio;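 note: potency is the fitted concentration of half-maximal effect; plate controls were basal doxycycline-induced cells for no effect and cells given 10 µM MG132 for full effect; MG132 reads +100%, hits lower the ratio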
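Compounds up to 46 uM were incubated four hours with TMD8 cells whose green CBG68 luciferase is fused to IkappaBalpha; red CBR luminescence normalised the signal, and concentration-effect curves were fitted to fusion, red and ratio data.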
S-ASM inh: blocks human secretory acid sphingomyelinase. P17405. placental ASM, HMU-PC fluorogenic substrate, 60 min. Potency, µM (top dose mostly 57.5 µM), without a hit: top-dose activity change, negative = inhibition, hits mostly inhibitors. 0.006% of 340,000 active; note: potency is the fitted concentration of half-maximal effect
Target sequence (P17405 47-631 limits assumed): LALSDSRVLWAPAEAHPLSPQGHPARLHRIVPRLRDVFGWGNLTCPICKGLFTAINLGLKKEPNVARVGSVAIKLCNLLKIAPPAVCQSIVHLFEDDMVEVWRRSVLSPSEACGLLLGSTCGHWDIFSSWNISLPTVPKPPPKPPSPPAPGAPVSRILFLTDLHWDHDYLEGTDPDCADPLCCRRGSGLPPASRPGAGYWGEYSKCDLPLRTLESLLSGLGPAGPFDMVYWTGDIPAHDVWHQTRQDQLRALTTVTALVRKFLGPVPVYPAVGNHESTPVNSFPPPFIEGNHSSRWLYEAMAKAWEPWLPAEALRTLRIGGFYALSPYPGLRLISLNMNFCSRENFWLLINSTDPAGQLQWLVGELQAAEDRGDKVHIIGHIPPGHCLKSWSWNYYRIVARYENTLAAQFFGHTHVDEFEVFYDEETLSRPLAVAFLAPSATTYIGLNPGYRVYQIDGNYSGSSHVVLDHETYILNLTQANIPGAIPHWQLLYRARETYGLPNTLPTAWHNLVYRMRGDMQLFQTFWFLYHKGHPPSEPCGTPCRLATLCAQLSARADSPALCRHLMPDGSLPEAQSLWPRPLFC
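Fluorogenic HMU-PC substrate (9 uM final) is turned over by placental ASM in 60 min at 37 C after a 10 min compound preincubation. Reaction ended by alkaline stop (pH 10), with fluorescence read at 386/447 nm.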
Mito fusion act: inhibitors of mitochondrial division or activators of mitochondrial fusion; Potency, µM (series often up to 46.1 µM), for the others: at the top dose growth rescue (activation), usual class: activators; S. cerevisiae fusion-defective mutant growth rescue, CellTiterGlo 48 h; 0.23% of 320,000 active; AID 485298;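 note: potency is the fitted concentration of half-maximal effect; % of control where 0% means no effect; nearly all actives have a fitted effect of over 45% in size; temperature-sensitive fusion mutants such as fzo1-1 at 37 °C on non-fermentable ethanol glycerol medium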
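S. cerevisiae fusion-defective temperature-sensitive mutants (e.g. fzo1-1, mgm1-5) grown 48 h at 37C in YPEG (ethanol/glycerol non-fermentable) medium with 23 nl compound per well; growth rescue read as CellTiterGlo luminescence.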
TCR act: activators of T cell receptors. primary human leukocytes, anti-CD3, IL-2 HTRF, 48 h. Potency, µM (titrated, usually from 9.22 µM), inactives show at the highest dose activation of IL-2 secretion, hits mostly activators. 330,000 tested, under 10 active; note: % of control where 0% means no effect
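1) Mix primary human leukocytes, a-CD3 beads and compound. 2) Incubate 48 hr. 3) Add HTRF IL-2 reagents (a-IL-2-K, a-IL-2-d2).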
* marks the source's active call; other numbers are inactive results; ? = inconclusive; . = not tested or not shown; [ ] = dose if it differs, or a comment. Unless noted, calls come from the whole dose curve; as a rule, active = well fitted curve in the direction sought with a large enough effect; inconclusive = small, poorly fitted or top-dose-only effect, or another doubt; inactive = no such curve, though single readings can be large; an effect the other way counts as inactive or inconclusive.

SMILES	TSHR antagonist	PTAP TSG101 blk	ELG1 repair inh	Tb PFK inh	AT treatment	Eya2 inh	a7 integrin act	BCR signal inh	S-ASM inh	Mito fusion act	TCR act
COc1ccc(C2c3[nH]c4ccccc4c3CCN2CCCn2cccn2)c(C)c1C (stereo not drawn)	0	0%	?	-2%	3%	-4%	-25%	?	334%[activator]	1%	3%
COc1ccc2nc(C)cc(SCC(=O)Nc3c(C)cccc3C)c2c1	4	0%	-11%	0%	-1%	-25%	7%	2%	-3%	0%	-5%
CCNC(=S)NNC(=O)CSc1nc2ccccc2[nH]1	9	0%	4%	-11%	-6%	-6%	-5%	-1%	-1%	-2%	-3%
CN1C(=O)c2cccc3c(S(=O)(=O)N4CCCC4C(=O)O)ccc1c23 (stereo not drawn)	7	-3%	13%	0%	-1%	-6%	-23%	2%	180%[activator]	-10%	-4%
Cc1cccc(C(=O)NCC(=O)NC2CCC(C)CC2)c1 (stereo not drawn)	1	0%	?	-3%	2%	0%	-1%	-2%	1%	-7%	3%
Cc1onc(-c2ccccc2Cl)c1C(=O)N1CCN(C/C=C/c2ccccc2)CC1	4	-3%	?	-5%	5%	-1%	-35%	-7%	-1%	3%	-2%
CCCN1CN(CCc2ccccc2)CNC1=S	51	2%	3%	4%	2%	-11%	0%	-11%	1%	-1%	0%[46.1 µM]
O=C(COc1ccccc1)Nc1nc(-c2cccs2)cs1	-23	0%	1%	-2%	9%	-2%	19%	0%	-10%	-1%	-2%
O=C1CCCC/C1=C/Nc1ccc2c(c1)OCO2	6	-4%	?	-1%	-8%	6%	6%	?	6%	-5%	1%
COc1cc(/C=N/Nc2cccc(C)c2)ccc1OC(=O)c1cccs1	6	-7%	?	-1%	-7%	-16%	14%	-1%	1%	-19%	13%[46.1 µM]

Entries of single compounds, quoted from the list:
`O=C1CCCC/C1=C/Nc1ccc2c(c1)OCO2` as listed: TSHR antagonist: 6; PTAP TSG101 blk: -4%; ELG1 repair inh: ?; Tb PFK inh: -1%; AT treatment: -8%; Eya2 inh: 6%; a7 integrin act: 6%; BCR signal inh: ?; S-ASM inh: 6%; Mito fusion act: -5%; TCR act: 1%
`COc1ccc(C2c3[nH]c4ccccc4c3CCN2CCCn2cccn2)c(C)c1C` (stereo not drawn) as listed: TSHR antagonist: 0; PTAP TSG101 blk: 0%; ELG1 repair inh: ?; Tb PFK inh: -2%; AT treatment: 3%; Eya2 inh: -4%; a7 integrin act: -25%; BCR signal inh: ?; S-ASM inh: 334%[activator]; Mito fusion act: 1%; TCR act: 3%
`COc1ccc2nc(C)cc(SCC(=O)Nc3c(C)cccc3C)c2c1` as listed: TSHR antagonist: 4; PTAP TSG101 blk: 0%; ELG1 repair inh: -11%; Tb PFK inh: 0%; AT treatment: -1%; Eya2 inh: -25%; a7 integrin act: 7%; BCR signal inh: 2%; S-ASM inh: -3%; Mito fusion act: 0%; TCR act: -5%

Following part
SMILES	TSHR antagonist	PTAP TSG101 blk	ELG1 repair inh	Tb PFK inh	AT treatment	Eya2 inh	a7 integrin act	BCR signal inh	S-ASM inh	Mito fusion act	TCR act
O=C(O)c1cccc(-n2c(/C=C/c3ccc([N+](=O)[O-])cc3)nc3ccccc3c2=O)c1	16	-3%	-17%	4%	-1%	-5%	7%	-3%	-6%	-2%	-2%
COc1ccc(C2=NN(C(=O)CSc3nnnn3C)C(c3ccco3)C2)cc1 (stereo not drawn)	-2	-7%	0%	-6%	3%	12%	6%	0%	-5%	3%	1%
O=c1cc(NS(=O)(=O)c2ccccc2)nc(SCc2ccccc2Cl)[nH]1	-10	2%	16%	5%	-5%	-7%	-35%	-5%	0%	0%	1%[46.1 µM]
Cc1ccc(NC(=O)CNC(C)c2ccccc2)cc1 (stereo not drawn)	0	-4%	?	1%	2%	-6%	-35%	?	0%	-10%	-5%
CC(=O)N(CN1C(=O)c2ccccc2C1=O)c1ccc2c(c1)oc1ccccc12	10	-11%	3%	0%	1%	0%	-2%	-2%	-14%	1%	4%[46.1 µM]
O=C(Nc1ccccc1F)c1cccc(C(=O)Nc2ccccc2F)c1	-3	-7%	9%	-1%	-9%	-1%	17%	-11%	-2%	-8%	-3%
Cc1cc(C)n2nc(SCc3ccc(C#N)cc3)nc2n1	-7	-2%	2%	0%	3%	-6%	14%	-1%	-2%	7%	-13%
CCN(Cc1ccccc1)c1ccc(/C=N/NC(=O)c2cccc(S(=O)(=O)N3CCOCC3)c2)cc1	-50	3%	?	-1%	-1%	-7%	-32%	1%	16%	-3%	1%[46.1 µM]
COc1ccc(NC(=O)c2cncc(Br)c2)cc1S(=O)(=O)N1CCCCC1	-5	-3%	15µM*	1%	8%	4%	-3%	0%	-3%	6%	1%[46.1 µM]
COc1ccc(S(=O)(=O)N2CCN(C)CC2)cc1NC(=O)c1ccccc1C	-1	-2%	5%	-3%	-3%	10%	-1%	0%	6%	-4%	1%
CCN(C[C@H]1N[C@@](C)(C(=O)OC)[C@H]2C(=O)N(C)C(=O)[C@@H]12)C(=O)Nc1ccc(C)cc1	-12	-3%	-2%	3%	0%	10%	-4%	2%	4%	.	1%
Cc1ccc([N+](=O)[O-])cc1NC(=O)c1ccc(-c2ccccc2)cc1	-11	-3%	12%	6%	5%	-21%	-15%	?	1%	-1%	-18%
Cc1cccc(-c2nc3c(c(SCC(=O)N4CCOCC4)n2)Cc2c(CO)cnc(C)c2O3)c1	2	-4%	?	3%	-25%	-5%	?	?	-1%	0%	4%
O=C(NCc1cccnc1)c1cccn2c(=O)c3sccc3nc12	-8	-6%	1%	2%	9%	0%	-3%	0%	230%[activator]	0%	1%
Cc1csc(=O)n1CC(=O)OCC(=O)NNC(=O)c1ccc(Cl)cc1	10	-3%	-1%	-1%	14%	-14%	0%	4%	1%	5%	7%
Cc1nn(CCOc2ccc(Br)cc2)c(C)c1[N+](=O)[O-]	-3	-1%	3%	1%	3%	-2%	-24%	0%	-2%	2%	3%
CC(NS(=O)(=O)c1ccc2c(c1)c(=O)n(C)c(=O)n2C)C(=O)NC1CCCCC1 (stereo not drawn)	2	-3%	14%	-2%	-3%	3%	8%	7%	5%	0%	-4%
COC(=O)c1cc(C#N)c(Oc2ccccc2OC)nc1C	-3	-5%	-7%	-7%	-7%	-22%	10%	0%	2%	5%	1%
O=C(CCc1ccccc1)NNC(=O)c1ccc(Br)cc1	-2	-1%	3%	-14%	3%	1%	23%	?	3%	0%	4%
CCCN(C(=O)C1CC(=O)N(c2ccccc2C(C)CC)C1)C1CCS(=O)(=O)C1 (stereo not drawn)	-5	-3%	19%	2%	-2%	2%	-3%	-5%	4%	-7%	-7%
CCC(C)(C)NC(=O)c1cc(S(=O)(=O)N2CCCCC2)ccc1N1CCOCC1	5	-3%	10%	-5%	-1%	-7%	?	5%	1%	-6%	3%
CCc1nc2ccc(C(=O)NCCCN3CCN(c4ccc(F)cc4)CC3)cc2nc1CC	-1	0%	?	-10%	-3%	2%	?	-4%	-4%	-18%	-3%
COc1ccc2c(c1)C(=C(C#N)C#N)C(=O)N2CCc1ccccc1	-6	-3%	?	-6%	17%	-4%	-48%[inhibitor]	?	-1%	-1%	1%
Cc1c(C(=O)Nc2cccc(-c3nnc4n3CCCCC4)c2)oc2ccccc12	-21	-2%	?	-22%	1%	2%	-17%	?	-6%	2%	2%[46.1 µM]
COC(=O)NCC(c1ccco1)N1CCN(c2ccc(F)cc2)CC1 (stereo not drawn)	0	-1%	-1%	0%	-23%	-9%	-20%	-9%	5%	0%	5%[46.1 µM]
Cn1c(N)c(C(=O)CSc2nnc(Cc3cccs3)n2C2CC2)c(=O)n(C)c1=O	-11	-3%	24%	1%	5%	8%	15%	4%	-2%	1%	7%
